ANO1 block: mouse TMEM16A channel inhibition, primary screen | normalized B-score (activity score, 25-100; higher = stronger inhibition) at 10 µM | HEK293 TMEM16A/YFP iodide influx fluorescence, ionomycin | Q8BHY3 | hit rate 1.2% among 310,000;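 active = ratio plate-corrected score three or more library SD toward inhibition, starting fluorescence score within five deviations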;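 also: score derived from kinetic fluorescence span divided by baseline fluorescence per well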
ANO1 activ: activators or potentiators of mouse TMEM16A chloride channel. Q8BHY3. B-score at 10 µM. hit rate 0.3% among 340,000. HEK293 TMEM16A/YFP-H148Q/I152L, iodide quench fluorescence; stronger effect = lower value;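 active = fluorescence-ratio B-score plate-corrected deviation score at least 3 library SD below zero, with starting fluorescence score within 5 deviations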;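 also: channel opened by trigger with iodide after compound preincubation; score built on the fluorescence ratio of max minus min over baseline; more negative score means more quench and so TMEM16A activation or potentiation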
TRPC6 act: activators of mouse TRPC6 channel; Q61143; HEK293-TRPC6 membrane potential dye fluorescence; stronger effect = higher value; B-score at 10 µM; hit rate 0.13% among 310,000; AID 2550;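 active = B-score of the integrated fluorescence ratio above library mean plus 3 SD, and starting fluorescence ratio within library mean plus 5 SD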;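 also: higher score means more depolarization so channel activation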
Target sequence (Q61143 whole entry, looked up): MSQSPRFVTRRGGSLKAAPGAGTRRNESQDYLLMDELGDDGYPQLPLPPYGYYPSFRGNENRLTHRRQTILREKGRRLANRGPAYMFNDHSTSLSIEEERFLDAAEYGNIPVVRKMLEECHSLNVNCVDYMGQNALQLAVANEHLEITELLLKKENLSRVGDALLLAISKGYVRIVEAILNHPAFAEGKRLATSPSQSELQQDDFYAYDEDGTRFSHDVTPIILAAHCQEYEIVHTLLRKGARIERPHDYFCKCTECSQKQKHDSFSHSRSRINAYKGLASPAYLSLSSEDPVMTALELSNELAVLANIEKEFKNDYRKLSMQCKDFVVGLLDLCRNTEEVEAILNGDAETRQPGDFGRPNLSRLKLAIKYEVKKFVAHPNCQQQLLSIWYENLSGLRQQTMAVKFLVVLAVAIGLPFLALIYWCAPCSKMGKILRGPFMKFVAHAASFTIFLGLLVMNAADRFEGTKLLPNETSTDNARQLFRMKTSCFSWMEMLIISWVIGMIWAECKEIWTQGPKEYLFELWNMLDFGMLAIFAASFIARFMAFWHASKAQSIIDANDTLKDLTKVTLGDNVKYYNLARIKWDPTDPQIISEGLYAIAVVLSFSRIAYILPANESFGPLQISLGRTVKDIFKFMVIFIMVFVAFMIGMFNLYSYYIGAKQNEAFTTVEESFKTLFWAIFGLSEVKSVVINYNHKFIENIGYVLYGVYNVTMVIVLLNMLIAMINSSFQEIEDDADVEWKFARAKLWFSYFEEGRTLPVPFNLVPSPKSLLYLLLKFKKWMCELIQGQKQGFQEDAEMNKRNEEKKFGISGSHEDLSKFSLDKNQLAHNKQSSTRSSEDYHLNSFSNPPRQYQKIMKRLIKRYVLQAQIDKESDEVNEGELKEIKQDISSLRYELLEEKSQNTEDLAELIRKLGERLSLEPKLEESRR
TRPC4 inh: TRPC4 (mouse) channel inhibition | Q9QUQ5 | HEK293 TRPC4beta/mu-opioid, DAMGO-evoked Fluo4 calcium flux; stronger effect = lower value | B-score at 10 µM | hit rate 0.39% among 300,000 | AID 2247;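 active = B-score over 3 SD under the library average, no early fluorescence shift, positive overall ratio signal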
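Material: HEK293 cells with stable TRPC4beta plus mu-opioid receptor expression / Probe or stimulus: DAMGO in two steps, submaximal then maximal / Compound: single concentration per test compound / Technique: kinetic Fluo4 fluorescence imaging of calcium influx / Read-out: per-well B score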
TRPC4 PAM: allosterically enhances the mouse TRPC4 cation channel; hit rate 0.42% among 310,000; Q9QUQ5; B-score at 10 µM; HEK293 TRPC4beta/mu-opioid, DAMGO EC20, Fluo-4 Ca2+ flux; stronger effect = higher value; AID 2227;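 active = B-score of calcium response area above 5 SD of library B-scores, with initial fluorescence ratio within 5 SD of library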;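 also: B-score of integrated fluorescence ratio over time as area under calcium response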
TRPC6 inhibitor: inhibitors of mouse TRPC6 channel; B-score at 10 µM; Q61143; HEK293-TRPC6, membrane potential dye, ACh-evoked depolarization; stronger effect = lower value; hit rate 1.1% among 310,000;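 active = B-score under library mean minus 3 SD, initial fluorescence not abnormally high, positive integrated signal ratio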;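 also: B-score derived from integrated fluorescence ratio over the kinetic read; more negative B-score means stronger inhibition of depolarization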
SKKanGAS inh: SKKanGAS growth inhibition | hit rate 1.3% among 300,000 | inhibition, % at 7.5 µM | S. pyogenes SKKanGAS, kanamycin growth, BacTiter-Glo, 6 h | AID 1662;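 active = mean replicate score, as percent of positive control median, at least 50; inconclusive = mean below 50 but one replicate at or above 50; inactive = mean and every replicate below 50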;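 also: strain carries kanamycin resistance gene driven by streptokinase promoter and grows in 40 µg/ml kanamycin; loss of luminescence reflects streptokinase promoter inhibition or plain growth inhibition; 0% = median of DMSO wells and 100% = positive control at its reference dose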
TRPC4 act: TRPC4 (mouse) channel activation. HEK293 TRPC4beta/mu-opioid, Fluo4 calcium fluorescence; stronger effect = higher value. B-score at 10 µM. hit rate 0.49% among 310,000;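 active = B-score above 5 SD of library B-scores, and initial fluorescence ratio not above library mean plus 5 SD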;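 also: positive B-score marks a calcium rise read as TRPC4 activation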
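System: HEK293 cells stably co-expressing mouse TRPC4beta and mu-opioid receptor; Schedule: Fluo4 dye loading 45 min at room temperature, 110 s recording; Detection: Fluo4 fluorescence, kinetic; Evaluation: B-scored integrated calcium fluorescence ratio; Controls: buffer (low) and maximal DAMGO (high).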
MrgX1 PAM: human MrgX1 positive allosteric modulation, primary screen; Q96LB2; MrgX1-HEK293, Fluo-4 calcium flux, FDSS; stronger effect = higher value; B-score at 10 µM; hit rate 0.63% among 310,000;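 active = plate-corrected calcium response at least 3 library SD above typical, normal starting fluorescence, not activating the receptor alone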;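 also: compound read alongside a low EC10 to EC30 dose of BAM8-22 agonist; peak minus trough fluorescence over baseline measured at the second addition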
MrgX1 agonist: human MrgX1 receptor agonism, primary screen; MrgX1-HEK293 cells, Fluo-4 calcium fluorescence, agonist mode; stronger effect = higher value; B-score at 10 µM; hit rate 0.44% among 310,000;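 active = calcium response B-score plate-corrected fluorescence ratio at least 3 library SD, with starting fluorescence B-score inside 5 SD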
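System: HEK293 cells stably expressing human MrgX1 receptor; Dosing: test compound in the initial addition of three; Schedule: overnight plating, then 30 min 37 °C plus 30 min room-temperature dye loading; Detection: kinetic calcium dye fluorescence, Fluo-4 NW; Controls: per-plate positive and negative controls for Z′ factor.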
MrgX1 antagonist: human MrgX1 receptor antagonism, primary screen. AID 588676. B-score at 10 µM. Q96LB2. hit rate 1.3% among 310,000. MRGX1-HEK293 calcium flux, Fluo-4, BAM8-22 antagonism; stronger effect = lower value;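 active = calcium-response B-score plate-corrected more than 3 library SD below zero, starting fluorescence within 5 deviations, no agonist response on first addition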;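 also: peak minus trough fluorescence over baseline after final BAM8-22 challenge near maximal dose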
An asterisk follows results filed as active; i = inactive; ? = inconclusive; . = not tested or not shown.

SMILES	ANO1 block	ANO1 activ	TRPC6 act	TRPC4 inh	TRPC4 PAM	TRPC6 inhibitor	SKKanGAS inh	TRPC4 act	MrgX1 PAM	MrgX1 agonist	MrgX1 antagonist
CCn1c(CC(=O)Nc2ccc(F)cc2)nnc1SCC(=O)N1CCOCC1	i	i	i	i	i	i	-2	i	i	i	i
CCN(CC)CCNC(=O)c1ccc(Cl)c(S(=O)(=O)Nc2ccccc2OC)c1	i	i	i	i	i	i	3	i	i	i	i
Cc1ccc2c(c1)N(C(=O)CCC(=O)NCc1cccnc1)CCO2	i	i	i	i	i	i	-3	i	i	i	i
Cc1ccc(S(=O)(=O)CC2CSc3nc(N)cc(=O)n32)cc1 (stereo not given)	i	i	i	i	i	i	3	i	i	i	i
O=c1cc(NCc2ccccc2)nc2ccccn12	i	i	i	i	i	i	-4	i	i	i	i
O=C(Nc1ccon1)c1sc2cc(F)ccc2c1Cl	i	i	.	.	.	.	.	.	i	i	i
CC(=O)c1cnn(-c2c(Cl)cc(Cl)cc2Cl)c1C	i	i	i	i	i	i	-2	i	i	i	i
CC(=O)N1c2ccc(S(=O)(=O)N3CCCC(C(=O)Nc4cccc(F)c4)C3)cc2CC1C (stereo not given)	i	i	i	i	i	i	-3	i	i	i	i
CN(CC(=O)Nc1ccc(Cl)c(C(F)(F)F)c1)C(=O)Cc1ccsc1	i	i	i	i	i	i	-4	i	i	i	i
O=C(CC(NS(=O)(=O)c1ccc(Cl)cc1)c1ccco1)N1CCc2ccccc21 (stereo not given)	i	i	i	i	i	i	2	i	i	i	i
O=C(COC(=O)C1(c2ccccc2)CC1)NNC(=O)c1ccccc1	i	i	i	i	i	i	-1	i	i	i	i
O=S(=O)(c1ccc2ccccc2c1)N1CCN(Cc2ccccn2)CC1	i	i	i	i	i	i	17	i	i	i	i
Cn1cccc1C(=O)NCc1ccc(Cl)cc1	i	i	i	i	i	i	2	i	i	i	i
Cc1cc(O)c(/C=N/Nc2cccc(Cl)c2)c(=O)o1	i	i	.	.	.	.	-3	.	i	i	i
COc1cccc(OCCOCCN(C)CCO)c1	i	i	i	i	i	i	-6	i	i	i	i
CN=C1SC(CC(=O)Nc2c(C)cccc2C)C(=O)N1/N=C/c1cccs1 (stereo not given)	i	i	i	i	i	i	-2	i	i	i	i
CC1CCN(Cc2cc(=O)oc3cc4c(cc23)CCCC4)CC1	i	i	i	i	i	i	-5	i	8.5*	i	i
COc1ccc(/C=C(/NC(=O)c2ccc(C)cc2)C(=O)NCC2CCCO2)cc1 (stereo not given)	i	i	i	i	i	i	-3	i	i	i	i
CC(=O)CCC(=O)OCC(=O)c1ccc(C(F)(F)F)cc1	i	i	i	i	i	i	-6	i	i	i	i
COc1ccc(O)c(C(=O)c2cnc3c(c2)c(=O)[nH]c(=O)n3C)c1	i	i	i	-6*	i	i	8	i	i	i	i
Cn1c(=O)c(=O)n(C)c2cc(S(=O)(=O)N3CCCCC3)ccc21	i	i	i	i	i	i	-6	i	i	i	i
Cc1c(C)c2cc(Cl)c(O)c(CN(C)C)c2oc1=O	i	i	i	i	i	i	4	i	i	i	i
CSc1ccccc1-c1nc(-c2ccncc2)no1	i	i	i	i	i	i	4	i	i	i	i
O=c1oc2c3c4c(cc2c2c1CCC2)OCCN4CCC3	i	i	.	.	.	.	.	.	i	i	i
COc1ccc(OC)c(/C=N/n2c(C)nc3ccccc3c2=O)c1	i	i	i	i	i	i	-14	i	i	i	i
Nc1cccc(Oc2cnccn2)c1	i	i	i	i	i	i	-5	i	i	i	i
O=C(Nc1ccccc1)Nc1ccccn1	i	i	i	i	i	i	10	i	i	i	i
O=C(COc1ccc2c3c(c(=O)oc2c1)CCC3)NCCN1CCOCC1	i	i	i	i	i	i	-7	i	i	i	i
CCOC(=O)/C(=C/C=C1\Sc2cc(C)c(C)cc2N1CC)C(C)=O	.	i	i	i	i	-5*	-3	i	.	.	.
CC(C)OC(=O)c1nnc(-c2ccccc2)nc1OC(C)C	i	i	i	i	i	i	1	i	i	i	i
CS(=O)(=O)c1ccc(Cl)c(NC(=O)Cc2ccccc2F)c1	i	i	i	i	i	i	4	i	i	i	i
COc1ccc2cc(C(c3nnnn3C3CCCCC3)N3CCCCCC3)c3nnnn3c2c1 (stereo not given)	i	i	i	i	i	i	1	i	i	i	i
O=C(Nc1nnc(-c2ccncc2)o1)c1ccc2ccccc2c1	i	i	i	i	i	i	78*	i	i	i	i
O=C(NCCNS(=O)(=O)c1ccccc1Cl)c1cc(OCC(F)(F)F)ccc1OCC(F)(F)F	i	i	i	i	i	i	-3	i	i	i	i
Fc1ccccc1Oc1nc(-c2ccncc2)nc2ccccc12	i	i	i	i	i	i	12	i	i	i	i
COc1ccc(NC(=O)CCSc2nnc(C)s2)cc1	i	i	i	i	i	i	2	i	i	i	i
Cc1ccc(N(CN2C(=O)C3CC=CCC3C2=O)C(=O)c2ccco2)cc1Cl (stereo not given)	i	i	i	i	i	i	1	i	i	i	i
O=C(Nc1cccc(-c2nnc(-c3ccccc3)o2)c1)c1ccc(Br)o1	i	i	i	i	i	i	?	i	i	i	i
CC(C)(C)c1cc(C(=O)N/N=C/c2ccc(O)cc2)n(-c2ccccc2)n1	i	i	i	i	i	i	3	i	i	i	i
Cc1ccc(-n2c(CCc3ccccc3)nnc2SCC(=O)NCc2ccccc2)cc1C	i	i	i	i	i	i	2	i	i	i	i
Nc1c(-c2ccc(F)cc2)cnn1C1CCS(=O)(=O)C1 (stereo not given)	i	i	i	i	i	i	-5	i	i	i	i
O=C1CC2(CCN(S(=O)(=O)c3ccccc3)CC2)Oc2ccccc21	i	i	i	i	50*	i	-2	i	i	i	i
COc1ccc(C(C(=O)NC2CCCC2)N(CCCO)C(=O)Cn2nnc(-c3ccc(C)o3)n2)cc1 (stereo not given)	i	i	i	i	i	i	4	i	i	i	i
Cc1ccc(NC(=O)c2cccc(S(=O)(=O)N(C)c3ccccc3)c2)cc1S(=O)(=O)N1CCOCC1	i	i	i	i	i	i	8	i	i	i	i
Cc1cc(Cl)ccc1NNC(=O)CCc1ccccc1	i	i	i	i	i	i	-1	i	i	i	i
Cc1ccccc1N1CC(C(=O)Nc2ccc(S(=O)(=O)N3CCCC3)cc2)CC1=O (stereo not given)	i	i	i	i	i	i	-5	i	i	i	i
COc1cccc(CN(Cc2ccco2)C(c2ccc(F)cc2)c2nnnn2C(C)(C)C)c1 (stereo not given)	i	-26*	i	i	i	i	-1	i	i	i	i
Cc1cccc(NC(=S)NC(NC(=O)OCc2ccccc2)C(Cl)(Cl)Cl)c1 (stereo not given)	i	i	i	i	i	i	14	i	i	i	i
COC(=O)Cn1c(=NC(=O)CSCC(=O)Nc2cc(C)on2)sc2cc(C(=O)OC)ccc21	i	i	i	i	i	i	-4	i	i	i	i
CNC(=S)NNc1nc(C)cc(C)n1	i	i	i	i	i	i	-10	i	i	i	i
Cc1ccc(N2CCN(C(=S)c3ccc(-c4cccc([N+](=O)[O-])c4)o3)CC2)cc1	i	i	i	i	i	i	-14	i	i	i	i
CCn1c(SCCC(=O)Nc2ccccc2)nnc1-c1ccc(OC)cc1	i	i	i	i	i	i	-1	i	i	i	i
CCOc1ccc(NC(=O)C(c2ccccn2)N(C(=O)CCl)c2ccc(F)cc2)cc1 (stereo not given)	i	i	i	i	i	i	0	i	i	i	i
Cc1ccc(C)c(N2CCN(CC3CCCCC3)CC2)c1	i	i	i	i	i	i	16	i	i	i	i
O=C(COC(=O)c1cccnc1Cl)Nc1cc(S(=O)(=O)N2CCCCC2)ccc1Cl	i	i	i	i	i	i	-2	i	i	i	i
Nc1ccc2nc(SCc3cccc(F)c3)sc2c1	i	i	i	i	i	i	7	i	9.2*	i	i
CC(=O)Nc1ccc(NC(=O)C(c2ccccc2)c2ccccc2)cc1	i	i	i	i	i	i	0	i	i	i	i
Cc1cccc(C(=O)OCC(=O)c2c(N)n(CC(C)C)c(=O)n(C)c2=O)c1[N+](=O)[O-]	i	i	i	i	i	i	16	i	i	i	i
COc1ccc2c(c1OC)C(=O)N(c1ccc(C)cc1)C2=O	i	i	i	i	i	i	-3	i	i	i	i
CC[n+]1ccc(C)c2cc(SC(F)(F)F)ccc21	i	i	i	i	i	i	-3	i	i	i	i
Additional records follow.
SMILES	ANO1 block	ANO1 activ	TRPC6 act	TRPC4 inh	TRPC4 PAM	TRPC6 inhibitor	SKKanGAS inh	TRPC4 act	MrgX1 PAM	MrgX1 agonist	MrgX1 antagonist
O=c1[nH]c(=S)[nH]c2sccc12	i	i	i	i	i	i	-1	i	i	i	i
O=C(C1CCN(S(=O)(=O)c2ccc(-n3cnnn3)cc2)CC1)N1CCN(c2ccccc2)CC1	i	i	i	i	i	i	3	i	i	i	i
O=c1c2ccsc2ncn1Cc1cccc(C(F)(F)F)c1	i	i	i	i	i	i	-2	i	i	i	i
COc1ccc(N2CCN(C(=O)C3CCC(Cn4c(=S)[nH]c5ccccc5c4=O)CC3)CC2)cc1 (stereo not given)	i	i	i	i	i	i	39	i	i	i	i
Cc1cccnc1CCNC(=O)CCc1nnc(CCc2ccccc2)o1	i	i	i	i	i	i	-3	i	i	i	i
COc1ccccc1NC(=O)CSc1nnc(-c2ccccn2)o1	i	i	i	i	i	i	-1	i	i	i	i
COc1cc(C(=O)OCC(=O)Nc2ccc(C)cc2)cc(OC)c1OC	i	i	i	i	i	i	-3	i	i	i	i
CCOC(=O)Cn1cnc2c(nnn2-c2ccccc2)c1=O	i	i	i	i	i	i	-4	i	i	i	i
Cc1cc(OC(=O)c2c(F)cc(F)cc2F)nc(C)n1	i	i	i	i	i	i	3	i	i	i	i
O=C(NNC(=O)c1ccc([N+](=O)[O-])cc1Cl)c1ccncc1	i	i	i	i	i	i	1	i	i	i	i
OC(CN1CCN(Cc2ccc3c(c2)OCO3)CC1)c1c[nH]c2ccccc12 (stereo not given)	.	i	i	i	i	i	-4	i	.	.	.

Assay outcomes deposited in PubChem by several laboratories.
